Assay outcomes: PubChem BioAssay, several laboratories
IDE inh = cellular human IDE inhibition; P14735; HEK cells, FAbetaB cleavage, fluorescence polarization; inhibition, % at 5.59 µM; 320,000 compounds, 0.41% hits; AID 434962;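 active means percent inhibition above the average of all tested compounds plus 3 SD, set per screening campaign, cut at about 16% in these data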;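 further: IDE supplied by intact live HEK cells; FP after avidin binding of uncleaved biotin substrate so inhibition keeps polarization high; 0% = DMSO wells and 100% = 60 µM reference IDE inhibitor Ii1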
VIM-2 inhibitor = blocks Pseudomonas aeruginosa VIM-2 metallo-beta-lactamase. purified VIM-2, nitrocefin hydrolysis, epi-absorbance fluorescence. inhibition, % at 5.6 µM. 290,000 compounds, 0.89% hits. AID 1527;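 active means inhibition above the mean of all tested compounds plus 3 SD, cutoff set per screening run, cut at about 7.5% in these data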;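 further: red hydrolysis product quenches plate fluorescence so inhibitors raise well fluorescence; 0% = enzyme with DMSO and 100% = DMSO without enzyme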
IMP-1 inhibitor = blocks Pseudomonas aeruginosa IMP-1 metallo-beta-lactamase; purified IMP-1, nitrocefin hydrolysis, epi-absorbance fluorescence; inhibition, % at 5.6 µM; 290,000 compounds, 0.45% hits; AID 1556;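 active means inhibition above the mean plus 3 SD of all compounds in the same screening run, cut at about 4.5% in these data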;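 further: 0% = IMP-1 with DMSO and 100% = DMSO wells lacking enzyme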
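system = purified recombinant IMP-1 beta-lactamase | amount = 0.2 nM IMP-1, as dispensed | medium = HEPES buffer pH 7.1 with ZnSO4 and Brij 35 | times = 25 °C, 15 min preincubation, 25 min reaction | detection = plate fluorescence quenching by hydrolysis product, ex 480/em 530 nm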
PHOSPHO1 inh = PHOSPHO1 (human) inhibition. recombinant PHOSPHO1, absorbance phosphatase assay. inhibition, % at 13.3 µM. 290,000 compounds, 1.1% hits. AID 1565; in the data active means inhibition above about 60%
GPR7 antag = antagonists of human GPR7 (neuropeptides B/W receptor 1); GPR7-expressing cells, fluorescence antagonist assay; P48145; 290,000 compounds, 1.1% hits; inhibition, % at 4.4 µM; in the data active means inhibition above about 16%, passing the limit was not always enough;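 further: cells stimulated with the agonist NPW; 0% = agonist with vehicle and 100% = vehicle without agonist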
PfM18AAP inh = blocks P. falciparum M18 aspartyl aminopeptidase; recombinant PfM18AAP, H-Glu-NHMec fluorogenic cleavage; 290,000 compounds, 1.2% hits; inhibition, % at 7.35 µM;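 active means inhibition above the campaign mean inhibition over all tested compounds plus 3 SD, cut at about 28% in these data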;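 further: 0% = plate median of test compound wells and 100% = 2 mM ZnCl2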
IDE cell activ = IDE (human) activation, cell-based. P14735. activation, % at 5.96 µM. HEK cells, FAbeta-B cleavage, fluorescence polarization; 0% vehicle, 100% cell-free pure enzyme wells. 340,000 compounds, 0.073% hits;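 active means activation above the mean of all tested compounds plus 3 SD, set per screening campaign, cut at about 17% in these data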
pCIP destab = compounds decreasing mouse p/CIP protein stability. Q05BA5. F442A p/CIP-EGFP cells, EGFP fluorescence, 16 h. decrease of EGFP signal, % at 10 µM. 290,000 compounds, 0.01% hits;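 active means EGFP signal decrease of at least 30% at 10 µM or well 3 SD below plate mean, unless failing retest; inactive means the rest, including hits failing retest or dose response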; further: some compounds called inactive have numbers as strong as hits; many of its hits are not listed in these tables
Target sequence (Q05BA5 1-1403): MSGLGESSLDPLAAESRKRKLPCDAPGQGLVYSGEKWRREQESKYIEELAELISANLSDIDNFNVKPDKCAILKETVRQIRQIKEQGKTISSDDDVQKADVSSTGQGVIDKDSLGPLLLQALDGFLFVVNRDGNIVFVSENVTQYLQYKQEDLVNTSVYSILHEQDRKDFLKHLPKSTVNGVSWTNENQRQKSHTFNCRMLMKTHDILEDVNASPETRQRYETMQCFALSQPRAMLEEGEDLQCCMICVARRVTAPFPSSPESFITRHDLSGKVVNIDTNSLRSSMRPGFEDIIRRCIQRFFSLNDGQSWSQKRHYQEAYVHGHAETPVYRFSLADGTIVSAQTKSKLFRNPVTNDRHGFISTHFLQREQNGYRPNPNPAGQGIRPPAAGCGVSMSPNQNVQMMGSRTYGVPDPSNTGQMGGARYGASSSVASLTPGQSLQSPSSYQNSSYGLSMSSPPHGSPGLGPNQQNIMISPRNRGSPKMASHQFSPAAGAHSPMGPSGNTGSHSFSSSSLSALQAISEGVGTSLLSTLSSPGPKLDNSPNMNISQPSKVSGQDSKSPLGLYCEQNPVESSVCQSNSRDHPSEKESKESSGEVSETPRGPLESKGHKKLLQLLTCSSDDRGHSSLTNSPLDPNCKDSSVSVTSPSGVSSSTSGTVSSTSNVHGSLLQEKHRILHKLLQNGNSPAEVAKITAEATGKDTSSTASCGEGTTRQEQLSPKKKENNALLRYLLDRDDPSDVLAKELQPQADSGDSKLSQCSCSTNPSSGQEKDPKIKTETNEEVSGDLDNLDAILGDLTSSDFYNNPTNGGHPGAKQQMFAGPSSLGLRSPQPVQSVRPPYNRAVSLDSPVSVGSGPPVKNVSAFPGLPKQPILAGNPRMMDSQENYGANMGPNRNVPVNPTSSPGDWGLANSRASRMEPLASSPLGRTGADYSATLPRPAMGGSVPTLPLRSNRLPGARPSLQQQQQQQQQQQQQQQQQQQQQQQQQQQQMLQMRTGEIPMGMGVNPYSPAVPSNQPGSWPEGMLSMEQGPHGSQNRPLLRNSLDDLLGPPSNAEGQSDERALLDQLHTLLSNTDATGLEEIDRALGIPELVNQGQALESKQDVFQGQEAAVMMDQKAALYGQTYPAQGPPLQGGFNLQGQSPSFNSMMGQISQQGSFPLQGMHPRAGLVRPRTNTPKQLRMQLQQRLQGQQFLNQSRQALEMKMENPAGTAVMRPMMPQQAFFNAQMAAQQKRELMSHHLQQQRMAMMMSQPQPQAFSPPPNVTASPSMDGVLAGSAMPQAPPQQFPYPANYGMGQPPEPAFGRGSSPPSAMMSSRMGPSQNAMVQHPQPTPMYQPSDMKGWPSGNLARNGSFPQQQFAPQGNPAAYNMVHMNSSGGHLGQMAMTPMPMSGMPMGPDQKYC
NALP1 yeast inh = inhibitors of NALP1 inflammasome in yeast. inhibition, % at 10 µM. S. cerevisiae NALP1/ASC/caspase-1 growth, X-gal OD620, 72 h. 280,000 compounds, 0.61% hits; in the data active means inhibition mostly above about 24%, no sharp cut-off; inactive means mostly below about 32%; further: some compounds called inactive have numbers as strong as hits
Starred values were filed as active, the others as inactive; · = no result given.

SMILES | IDE inh | VIM-2 inhibitor | IMP-1 inhibitor | PHOSPHO1 inh | GPR7 antag | PfM18AAP inh | IDE cell activ | pCIP destab | NALP1 yeast inh
COc1cccc2cc(C(=O)Nc3ccccc3C(=O)N3CCOCC3)oc12 | 0 | -0.9 | -2.2 | · | -24 | 3 | -1 | 5 | -26
Cc1cccc(CCNS(=O)(=O)c2ccc3c(c2)oc(=O)n3C)c1 | 3 | -3.8 | -4.0 | 18 | 8 | 0 | 7 | -3 | -2
O=C(Nc1ccccc1F)N1CCc2ccccc2C1 | · | -4.2 | -2.7 | -113 | -8 | 3 | -5 | 3 | 14
Cc1cc2c(ccc3c2no[n+]3[O-])nn1 | 0 | -3.4 | -3.1 | 10 | -4 | -5 | 7 | -10 | 0
Cc1nn(-c2ccccc2)c(C)c1/C=N\NS(=O)(=O)c1ccc(Cl)cc1 | -5 | -1.2 | -2.6 | 7 | -11 | -2 | 0 | 4 | 5
Cc1ccc(N2CC(C(=O)Nc3ccc(S(=O)(=O)N4CCCC4)cc3)CC2=O)cc1C (stereo not drawn) | -5 | -1.6 | -0.8 | 40 | 4 | 6 | -2 | 3 | 3
CN(C(=O)/C=C/c1ccc([N+](=O)[O-])s1)c1ccccc1 | -5 | -1.1 | -2.1 | -21 | 25* | -2 | 4 | -17 | 7
O=[n+]1c2c(n([O-])c3c1CCCC3)CCCCC2 | -5 | -0.6 | -3.8 | -3 | -2 | -4 | 1 | -8 | 3
O=C(N[C@@H]1CCC(=O)N(CC[C@H](Oc2ccccc2)c2ccccc2)CC1)OCc1ccccc1 | -2 | -3.0 | -2.4 | 21 | 18 | 9 | -6 | -15 | 17
CN(C)CCCN(C(=O)c1cccs1)c1nc(-c2ccccc2)cs1 | 11 | -4.0 | -4.5 | -16 | 4 | 1 | 0 | 4 | 6
CC1Cc2ccccc2N1C(=O)COC(=O)c1c2c(nc3ccccc13)CCCCC2 (stereo not drawn) | -2 | -0.1 | 0.3 | -15 | -10 | 3 | 0 | -15 | ·
COc1ccc(Cl)cc1NC(=O)NCc1cccnc1 | -7 | -2.4 | -0.9 | 15 | -13 | -9 | 7 | -3 | 6
O=C(OCC#CCSc1nnc(-c2ccccc2)o1)c1ccco1 | 2 | -1.2 | -3.0 | 9 | 2 | 5 | -3 | 4 | 3
Cc1ccc(N2C(=O)C3C(c4ccccc4)(C2=O)C3(c2ccccc2)c2ccccc2)cc1 (stereo not drawn) | 1 | -1.9 | -2.2 | 26 | -5 | 1 | 3 | 16 | 14
C=C(C)CN1CCN(S(=O)(=O)c2ccc(C)c(N(C)S(=O)(=O)c3ccc(C)cc3)c2C)CC1 | -1 | -1.9 | -3.0 | 5 | 4 | 2 | -2 | -16 | 9
O=C(NCc1nc2ccccc2[nH]1)c1ccco1 | 5 | -3.6 | -0.2 | -7 | -16 | 3 | 4 | -8 | -1
CC1CCN(S(=O)(=O)c2cn(CC(=O)Nc3ccc(OC(F)(F)F)cc3)cn2)CC1 | -2 | -2.6 | 8.8* | 24 | -6 | 3 | 3 | 7 | 13
Cn1c(N)c(C(=O)COC(=O)C2CC(O)CN2S(=O)(=O)c2ccc(Cl)cc2)c(=O)n(C)c1=O (stereo not drawn) | 1 | -1.1 | -2.5 | 9 | -11 | 1 | 4 | -1 | ·
CCOC(=O)c1ccc(NCc2nc3ccccc3n2C)cc1 | -6 | -3.4 | -0.8 | 18 | 2 | 4 | 2 | -8 | -5
COc1ccc(F)cc1S(=O)(=O)NCCCn1ccnc1 | -3 | -0.6 | 1.2 | · | -10 | -6 | 5 | -10 | 6
CC1CCCCN1C(=O)Cn1c(=O)n(-c2ccc(F)cc2)c(=O)c2sccc21 (stereo not drawn) | 2 | -1.3 | -1.9 | 4 | -13 | 2 | 7 | -1 | -8
CCN1C(c2ccc(F)cc2)=CS/C1=C(\C#N)c1nnc2n1-c1ccccc1SC2 | 10 | -3.5 | -3.5 | 11 | -9 | -4 | 4 | -10 | 2
Cc1cccc(-n2c(O)c(/C=N/NC(=O)c3ccccc3Cl)c3ccccc3c2=O)n1 | -1 | -1.5 | -0.1 | 1 | 9 | 15 | 2 | -3 | 29
CCCC(=O)NC(NC(=S)Nc1c(C)n(C)n(-c2ccccc2)c1=O)C(Cl)(Cl)Cl (stereo not drawn) | 3 | 0.2 | -1.5 | 4 | -2 | 0 | -3 | 11 | 34
O=C(COC(=O)c1cnccn1)c1ccc(C2CCCCC2)cc1 | 2 | -2.4 | -2.6 | 19 | -12 | 4 | 5 | -7 | -23
CCCn1c(SCC(=O)NCCc2ccc(OC)c(OC)c2)nc2c1c(=O)n(C)c(=O)n2C | -2 | -2.8 | -2.4 | -33 | -2 | 2 | -1 | 7 | 16
Cn1cc(SCC(N)=O)c2ccccc21 | 2 | -3.1 | -2.6 | 22 | -5 | -4 | -1 | -18 | 24
O=C(c1nn2cccnc2c1Cl)N1CCN(c2ccccc2)CC1 | 4 | -0.8 | -2.0 | 4 | -3 | -1 | 8 | 2 | -4
O=C(CSc1ccccc1)Nc1ccc(N2CCOCC2)c(F)c1 | -5 | 1.5 | 1.7 | 29 | -8 | 5 | 0 | 13 | 10
O=C(Cc1cccs1)Nc1nncs1 | -4 | -2.2 | -1.2 | 6 | -4 | 7 | 4 | -5 | -1
CN(CCC1CCCCO1)C(=O)CCc1nnc(Cc2c[nH]c3ccccc23)o1 (stereo not drawn) | 4 | -3.0 | -3.0 | 28 | 0 | -3 | -1 | -15 | 7
Cc1ccnc(SCC(=O)c2ccc(Br)cc2)c1C#N | -4 | 0.7 | -3.2 | -1 | -11 | 0 | -1 | -4 | 31
Cn1c(-c2sccc2OCc2ccccc2)n[nH]c1=S | 4 | 35* | -2.3 | 99* | -9 | 9 | -13 | -2 | -17
O=S1(=O)CCO[C@H]2Cc3ccccc3[C@H]2N1Cc1cccc(Cl)c1 | 2 | -0.8 | -2.3 | -2 | -9 | 2 | -10 | -16 | 16
Cn1c(=O)n(C)c2cc(NC(=O)CCl)ccc21 | 0 | -0.7 | -2.4 | 18 | 3 | 4 | 6 | -3 | 0
Cc1cc(C(=O)Nc2ccc(F)cc2)c2ccccc2n1 | 1 | -1.2 | -3.8 | 27 | -3 | 0 | 1 | -6 | 18
O=C(OC1CCCCC1=O)c1ccc(S(=O)(=O)Nc2ccccc2)cc1 (stereo not drawn) | -4 | -1.1 | -2.7 | 9 | -8 | 7 | 5 | 15 | 13
COc1cccc(N2CC(C(=O)Nc3nnc(SCCN4CCOCC4)s3)CC2=O)c1 (stereo not drawn) | 4 | -2.0 | -1.0 | 48 | -19 | 7 | 6 | -14 | 6
CN(C(=O)COC(=O)CNC(=O)c1ccc(Cl)cc1Cl)c1ccccc1 | 6 | -0.2 | -0.3 | -4 | 3 | -4 | 2 | 26 | 23
COC(=O)C/C=C/[C@@H](C)[C@@H](/C=N/O[C@H](C)c1cn([C@@H]2COC[C@H]2O)nn1)NS(=O)(=O)c1ccc(C)cc1 | 5 | -1.1 | -1.7 | 4 | -5 | -4 | · | 0 | 24
Cc1ccc(-n2nnnc2SCC(=O)Nc2nc(-c3ccc(F)cc3)cs2)cc1C | 0 | -0.7 | -3.1 | 20 | -7 | -1 | 2 | 6 | -7
CCn1c(SCC(=O)NCc2ccco2)nnc1C1CCCC1 | 0 | -1.0 | -0.6 | · | 1 | 4 | 2 | -3 | -12
CC(C)(C)c1ccc2c(c1)OC(C(=O)N/N=C\c1ccc[nH]1)CO2 (stereo not drawn) | 6 | -4.8 | -3.0 | 55 | -11 | 28 | -6 | -9 | -25
CCCCNC(=O)[C@H]1C[C@H]1[C@@H](O)[C@H](CO)NC(=O)[C@H](COCc1ccccc1)NC(=O)OC(C)(C)C | 1 | -1.2 | -2.2 | 15 | -7 | 2 | 6 | -6 | 19
O=C(Nc1ccc(N2CCOCC2)cc1)C1CCCCC1 | 4 | 0.2 | -3.3 | 21 | -6 | -5 | 3 | 2 | 0

3 compounds drawn at random from those above:
SMILES | IDE inh | VIM-2 inhibitor | IMP-1 inhibitor | PHOSPHO1 inh | GPR7 antag | PfM18AAP inh | IDE cell activ | pCIP destab | NALP1 yeast inh
COc1cccc(N2CC(C(=O)Nc3nnc(SCCN4CCOCC4)s3)CC2=O)c1 (stereo not drawn) | 4 | -2.0 | -1.0 | 48 | -19 | 7 | 6 | -14 | 6
CN(CCC1CCCCO1)C(=O)CCc1nnc(Cc2c[nH]c3ccccc23)o1 (stereo not drawn) | 4 | -3.0 | -3.0 | 28 | 0 | -3 | -1 | -15 | 7
Cn1c(-c2sccc2OCc2ccccc2)n[nH]c1=S | 4 | 35* | -2.3 | 99* | -9 | 9 | -13 | -2 | -17

The listing continues.
SMILES | IDE inh | VIM-2 inhibitor | IMP-1 inhibitor | PHOSPHO1 inh | GPR7 antag | PfM18AAP inh | IDE cell activ | pCIP destab | NALP1 yeast inh
O=C(C1CCN(S(=O)(=O)N2CCC3(CC2)OCCO3)CC1)N1CCC(Cc2ccccc2)CC1 | 1 | -3.1 | -1.7 | 56 | -8 | -6 | 5 | -7 | -6
N/C(=N\O)c1ccncc1 | -5 | -1.8 | -3.0 | 3 | -16 | 2 | -1 | -7 | -4
CCC(=O)OC1(C)C(=O)C=C2C=C(c3ccsc3)OC=C2C1=O (stereo not drawn) | 3 | · | · | 9 | · | · | 0 | -16 | -7
COc1ccc(NC(=O)c2cccc(N3C(=O)NC4CC3(C)Oc3ccccc34)c2)cc1 (stereo not drawn) | 4 | -1.7 | -2.0 | -1 | -1 | 2 | 0 | -5 | -3
CCOc1cc(/C=C/c2ccc3cccc([N+](=O)[O-])c3n2)ccc1O | -1 | 0.8 | -2.5 | -5 | -10 | 10 | 6 | 11 | 34
Cc1cc(C)c(NC(=S)N(C)C)cc1C | 10 | -2.5 | -1.9 | -8 | -11 | 4 | 2 | 1 | -9
COc1cccc(C(c2nnnn2Cc2ccccc2)N2CCN(C3CCCC3)CC2)c1OC (stereo not drawn) | -5 | -1.9 | -4.7 | 9 | 1 | -8 | 1 | -5 | 29
CCN(CC)S(=O)(=O)c1cccc(-c2cn3cc(C)ccc3n2)c1 | 0 | -6.0 | -3.3 | 12 | -3 | -9 | 7 | -1 | 16
CCn1c(SC(C)C(=O)O)nc2sc3c(c2c1=O)CCC3 (stereo not drawn) | 5 | -1.1 | -3.4 | 3 | 0 | 8 | 0 | -2 | 15
CC1CCc2cc(F)cc3c(O)c(C(=O)NCCN(C)C)c(=O)n1c23 (stereo not drawn) | 0 | 3.9 | -1.5 | 32 | 3 | -5 | 3 | 2 | -9
CCc1cc2cc(C)ccc2nc1SCC(=O)Nc1cc(C)on1 | 9 | -1.2 | 1.6 | 6 | -8 | 2 | 1 | 3 | 17
CC(=O)N1c2ccccc2NC2=C(C(=O)CCC2)C1c1ccco1 (stereo not drawn) | -1 | -2.3 | -2.5 | 37 | -5 | 9 | 2 | -6 | 22
CCN(CC(=O)Nc1cc(Cl)ccc1C)C(=O)CCOc1ccccc1C | 0 | -4.2 | -3.0 | 38 | 3 | 5 | 0 | 7 | 0
Cc1cc(Cl)cc(Cl)c1OCCOCCN(C)C | 2 | -0.6 | -1.1 | 14 | 0 | -9 | -4 | -8 | 20
Cc1cccc(-c2sc(Nc3ccccc3)n[n+]2-c2ccc(F)cc2)c1 | 0 | 1.9 | -2.4 | -2 | -4 | 2 | 1 | 5 | 12
